TSHR antag = blocks TSH signaling through the human TSH receptor | AID 504810 | hit rate 0.2% among 330,000 | TSHR-expressing cells, TSH-stimulated cAMP HTRF, 2 h; stronger effect = lower value | P16473 | activity change, negative = inhibition, % at 11.5 µM;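 active = activity change below a set negative limit, meaning inhibition stronger than a set level, cut at about -70% in these data; inconclusive = activity change between two set negative limits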; also: % is scaled to controls: 0 for no effect and ±100 for the full control effect
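Inhibition of cAMP made by TSHR-expressing cells under TSH stimulation (4nM final, EC80; 2 h, 37 deg C) is quantified with a one-step lysis HTRF kit, anti-cAMP cryptate versus cAMP-d2.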
Eya2 phos inh = Eya2 (human) phosphatase inhibition | Potency, µM (series often up to 76.9 µM), for inactives: top-dose activity, negative = inhibition, most hits filed as inhibitors | O00167 | recombinant Eya2, OMFP fluorescence dephosphorylation (OMFP is methylfluorescein phosphate) | hit rate 0.006% among 330,000; also: potency is read from the fitted curve at half-maximal effect; % is scaled to controls: 0 for no effect and ±100 for the full control effect
Target sequence (O00167 whole entry, looked up): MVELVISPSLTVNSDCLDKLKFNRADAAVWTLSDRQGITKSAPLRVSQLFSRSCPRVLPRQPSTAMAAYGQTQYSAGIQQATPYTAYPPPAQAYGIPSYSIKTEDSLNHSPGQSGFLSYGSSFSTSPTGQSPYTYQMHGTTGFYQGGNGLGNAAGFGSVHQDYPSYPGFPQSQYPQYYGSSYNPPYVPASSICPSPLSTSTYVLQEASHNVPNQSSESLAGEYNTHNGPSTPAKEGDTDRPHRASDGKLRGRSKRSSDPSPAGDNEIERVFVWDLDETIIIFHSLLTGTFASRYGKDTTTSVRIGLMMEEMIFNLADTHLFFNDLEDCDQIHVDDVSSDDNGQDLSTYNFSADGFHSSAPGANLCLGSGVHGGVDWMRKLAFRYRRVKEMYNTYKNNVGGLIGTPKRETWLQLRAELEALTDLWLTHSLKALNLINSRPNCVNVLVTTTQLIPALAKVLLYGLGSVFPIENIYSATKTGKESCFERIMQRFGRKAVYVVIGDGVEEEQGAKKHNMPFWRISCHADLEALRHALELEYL
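Eya2 protein (added as 0.2 uM solution) was preincubated with compound for 10 min at ambient temperature in 50 mM HEPES pH 7.5, 50 mM NaCl, 5 uM MgCl2, 0.05% BSA, 1 mM DTT. OMFP (added at 50 uM) then reacted 10 min; fluorescence read at 485/525 nm.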
Chronic BCR inh = blocks chronic active B-cell receptor signaling; ABC-DLBCL IkBa-CBG/CBR reporter, luminescence ratio, 4 h; Potency, µM (highest dose often 46.1 µM), without a hit: at the highest dose ratio change, negative = lower green/red ratio, usual class: inhibitors; hit rate 0.05% among 340,000; AID 493014; active = well fitted inhibition curve with a large enough effect in the signal ratio, with a control signal flat, not every such curve was filed as active; inconclusive = small, poorly fitted or top-dose-only effect, or effect the other way, or a change in a side signal; the % refers to the signal ratio;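 also: potency is read from the fitted curve at half-maximal effect; plate controls were basal doxycycline-induced cells for no effect and cells given 10 µM MG132 for full effect; MG132 reads +100%, hits lower the ratio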
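Doxycycline induced both beetle luciferases in TMD8 lymphoma cells; IKK-driven degradation limits the IkappaBalpha-fused green signal, while red luminescence normalises for cell number and nonspecific effects. Compounds tested up to 46 uM, 4 hrs.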
TCR activator = activators of T cell receptors; primary human leukocytes, anti-CD3, IL-2 HTRF, 48 h; Potency, µM (top dose mostly 9.22 µM), without a hit: at the top dose activation of IL-2 secretion, usual class: activators; 330,000 tested, under 10 active; AID 504894; also: % of control where 0% means no effect
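HTRF read-out of IL-2 secretion: europium cryptate donor excited at 320nm, d2 acceptor emission at 665nm. Cells were primary human leukocytes incubated 48 hr with compounds and a-CD3 beads, supplying TCR signal only.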
a7 integrin act = integrin-mediated muscular dystrophy alleviation activation. Potency, µM (series often up to 38.3 µM), for inactives: at the top dose activation, usual class: activators. hit rate 0.064% among 350,000. AID 624291. alpha7betagal myoblasts, beta-gal FDG fluorescence, 48 h;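 also: potency is read from the fitted curve at half-maximal effect; 100% = response of the positive control SU9516; nearly all actives have a fitted effect of over 60% in size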
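alpha7betagal+/- myoblasts (passage 13, 250/well) treated 48 h at 37C with compounds at 1:260 dilution of DMSO stock. Lysed, then beta-galactosidase activity read as FDG fluorescence (ex 480/em 540) after 30 min, with pre-read for autofluorescence.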
Tb PFK inh = inhibitors of T. brucei phosphofructokinase; O15648; T. brucei PFK, ADP-Glo luminescence; Potency, µM (top dose mostly 57.5 µM), for inactives: at the highest dose activity, negative = inhibition, hits mostly inhibitors; hit rate 0.17% among 330,000; AID 485367;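 also: potency is read from the fitted curve at half-maximal effect; 0% = uninhibited 1x PFK enzyme wells and -100% = no-enzyme wells; nearly all actives have a fitted effect of over 60% in size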
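ADP-Glo luminescence quantified ADP after 45 min at room temperature, with 1.25 nM T. brucei PFK, 0.1 mM ATP and 0.5 mM fructose-6-phosphate in pH 8.0 TEA buffer. qHTS titrations up to 57 µM; curves classified by quality.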
A-T KAP1 phos = potential ataxia-telangiectasia treatments restoring KAP-1 phosphorylation; hit rate 0.19% among 320,000; Potency, µM (top dose mostly 57.5 µM), without a hit: at the top dose activation, most hits filed as activators; […] A-T fibroblasts, KAP-1 phosphorylation AlphaLISA; neocarzinostatin DNA damage 30 min before lysis; AID 485349; also: potency is read from the fitted curve at half-maximal effect; % of control where 0% means no effect; nearly all actives have a fitted effect of over 45% in size
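hTERT-immortalized A-T patient fibroblasts ([…]), 500 cells/well in OPTI-MEM, 1% FBS, got compounds for 60 min, then NCS for 30 min at 37C. Lysates were then assayed for phospho-KAP-1 by AlphaLISA (anti-pKAP1 donor, anti-KAP1 acceptor beads), 6 hr at 25C.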
Mito fusion act = inhibitors of mitochondrial division or activators of mitochondrial fusion. S. cerevisiae fusion-defective mutant growth rescue, CellTiterGlo 48 h. Potency, µM (titrated, usually from 46.1 µM), inactives show at the top dose growth rescue (activation), usual class: activators. hit rate 0.23% among 320,000;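 also: potency is read from the fitted curve at half-maximal effect; % of control where 0% means no effect; nearly all actives have a fitted effect of over 45% in size; temperature-sensitive fusion mutants such as fzo1-1 at 37 °C on non-fermentable ethanol glycerol medium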
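Temperature-sensitive fusion-defective S. cerevisiae (e.g. fzo1-1, mgm1-5) were grown with compound in YPEG medium (3% ethanol, 3% glycerol) for 48 hours at 37C. Growth rescue was measured as viability by CellTiterGlo luminescence after 10 minutes at ambient.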
PTAP TSG101 blk = blocks PTAP/TSG101 interaction to inhibit HIV-1 budding | 340,000 tested, under 10 active | Potency, µM (doses to about 115 µM), inactives show at the highest dose activity change, negative = inhibition, most hits filed as inhibitors | Q99816 | Fluorescence polarization, FITC-PTAP peptide / Tsg101 binding; active = well fitted inhibition curve with a large enough effect in the main read-out, with a control signal flat, not every such curve was filed as active; inconclusive = small, poorly fitted or top-dose-only effect, or effect the other way, or a change in a side signal; inactive = no such curve, though single readings can be large or run the other way; also: potency is read from the fitted curve at half-maximal effect; % of control where 0% means no effect
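FP read-out: FITC-PTAP peptide, 50 nM final, binding Tsg101 binding domain, 10 uM final; 20 min, r.t.; 10 mM HEPES pH 7.5, 0.15 M NaCl, 0.01% Tween 20, 3 mM EDTA, 0.1 mM TCEP.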
S-ASM inh = inhibitors of human secretory acid sphingomyelinase; P17405; placental ASM, HMU-PC fluorogenic substrate, 60 min; Potency, µM (series often up to 57.5 µM), for inactives: at the top dose activity change, negative = inhibition, most hits filed as inhibitors; hit rate 0.006% among 340,000; AID 504937; also: potency is read from the fitted curve at half-maximal effect
Target sequence (P17405 47-631 limits assumed): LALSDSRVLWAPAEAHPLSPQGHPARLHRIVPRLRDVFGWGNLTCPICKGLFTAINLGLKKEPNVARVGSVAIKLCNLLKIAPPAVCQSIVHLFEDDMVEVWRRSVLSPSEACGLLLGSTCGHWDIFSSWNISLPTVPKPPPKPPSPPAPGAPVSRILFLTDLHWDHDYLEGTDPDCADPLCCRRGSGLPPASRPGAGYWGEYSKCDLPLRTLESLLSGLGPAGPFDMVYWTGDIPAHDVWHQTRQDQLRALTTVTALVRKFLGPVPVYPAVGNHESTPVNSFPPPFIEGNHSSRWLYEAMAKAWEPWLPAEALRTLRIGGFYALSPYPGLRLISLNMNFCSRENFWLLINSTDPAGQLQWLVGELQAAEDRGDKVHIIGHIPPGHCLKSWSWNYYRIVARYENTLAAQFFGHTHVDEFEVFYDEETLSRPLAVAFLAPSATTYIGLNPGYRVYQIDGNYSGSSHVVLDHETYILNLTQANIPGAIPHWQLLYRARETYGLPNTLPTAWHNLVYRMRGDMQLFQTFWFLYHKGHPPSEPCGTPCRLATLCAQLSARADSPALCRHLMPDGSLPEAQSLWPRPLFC
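Human placenta-derived ASM preincubated with compound 10 min at room temperature, then reacted with 9 uM (final) fluorogenic HMU-PC substrate for 60 min at 37 C. Stop solution raises pH to 10; fluorescence read at Ex 386/Em 447 nm.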
ELG1 DNA repair = blocks ELG1-dependent DNA repair in HEK293T cells; AID 504467; hit rate 2.3% among 330,000; HEK293T ELG1-luciferase reporter, luminescence, 16 h; DNA damage induced by 5-fluorouridine; Potency, µM (top dose mostly 46.1 µM), for inactives: top-dose activity change, negative = inhibition, hits mostly inhibitors; also: potency is read from the fitted curve at half-maximal effect; % is scaled to controls: 0 for no effect and ±100 for the full control effect; nearly all actives have a fitted effect of over 55% in size
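Reporter activity after DNA damage by 5-fluorouridine is monitored. Compound-treated cells incubate 16 hr at 37 °C, then ONE-Glo is added for 30 min before luminescence reading.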
An asterisk follows results filed as active; ? = inconclusive; · = not tested or not shown; [ ] = another dose, or the depositor's remark. Unless noted, calls follow the shape of the dose curve; as a rule, active = well fitted curve in the direction sought with a large enough effect; inconclusive = small, poorly fitted or top-dose-only effect, or another doubt; inactive = no such curve, though single readings can be large; an effect the other way counts as inactive or inconclusive.

nr	compound	TSHR antag	Eya2 phos inh	Chronic BCR inh	TCR activator	a7 integrin act	Tb PFK inh	A-T KAP1 phos	Mito fusion act	PTAP TSG101 blk	S-ASM inh	ELG1 DNA repair
1	O=C(c1ccc(Br)c([N+](=O)[O-])c1)N1CCN(Cc2ccccc2)CC1	-7	10%	1%	-23%	-25%	0%	11%	-13%	2%	4%	-17%
2	CCC(c1nnnn1Cc1ccco1)N1CCN(C(=O)c2ccco2)CC1 (centres undefined)	-5	-5%	1%	-8%	18%	0%	4%	1%	-4%	4%	-2%
3	COc1ccc(N(C)C(=O)c2cnc(N3CCN(c4ncccn4)CC3)c3ccccc23)cc1	-10	5%	-5%	-18%	-5%	-2%	-1%	2%	-9%	-1%	0%
4	COc1ccc(C(C)(C)C)cc1NC(=O)COC(=O)CSCc1c(C)noc1C	·	-1%	?	-19%	24%	7%	-5%	12%	-1%	-5%	6%
5	C=CCNS(=O)(=O)c1cc2c3c(c1)CCN3C(=O)CC2	2	-3%	1%	2%	13%	-5%	17%	0%	2%	-1%	?
6	O=C(CSc1ncccn1)NCc1cccc(Cl)c1	-1	-4%	1%	-4%	-1%	-14%	1%	2%	0%	1%	?
7	C=CCOc1ccccc1CNCc1ccc(F)cc1	12	8%	0%	-7%	?	0%	5%	-5%	-4%	2%	-16%
8	Cc1cc(NC(=O)CSCC(=O)OC(C)C(=O)c2cc(C)c(C)cc2C)no1 (centres undefined)	-8	-15%	3%	0%	-39%	0%	8%	-5%	2%	-3%	-20%
9	O=C(/C=C/NNC(=O)c1ccc(Br)cc1)c1ccccc1	-4	16%	?	0%	?	2%	·	-2%	-8%	-16%	?
10	CCOC(=O)c1c(NC(=O)Cc2cccs2)sc2c1CCCC2	-7	14%	4%	0%	5%	1%	3%	1%	0%	-15%	-20%
11	N#CC1=C(N)SC(N)=C(C#N)C1c1cccc(Oc2ccccc2)c1	-26	-1%	?	-12%	-23%	1%	-12%	11%	0%	-9%	-29%
12	O=C1CCC2(CC1)NC(=O)N(c1ccccc1)N2	9	-24%	3%	-6%	?	-2%	3%	-6%	1%	0%	?
13	COc1ccc(CNC(=O)C(c2cccc(C)c2)N(C(=O)c2csnn2)C2CC2)cc1 (centres undefined)	0	-18%	-1%	4%	?	8%	5%	4%	0%	0%	-26%
14	COc1ccc(C(=O)NCC(=O)NCc2ccncc2)cc1	6	5%	2%	11%[46.1 µM]	3%	6%	-5%	·	0%	2%	5%
15	CN(CC(=O)Nc1c(Cl)cccc1Cl)C(=O)c1cc(S(=O)(=O)N(C)C)ccc1N1CCCC1	2	-7%	2%	8%	4%	-3%	3%	-3%	-9%	5%	19%
16	Cc1nc(C)c(C(=O)C2=C(O)C(=O)N(CCN3CCOCC3)C2c2cccs2)s1 (centres undefined)	8	3%	-12%	4%[46.1 µM]	-6%	-7%	3%	-3%	-6%	-1%	?
17	CC/C(O)=C1\C(=O)CC(c2ccccc2)CC1=NC(C)C (centres undefined)	-10	0%	10%	-8%[46.1 µM]	-19%	7%	0%	11%	-2%	4%	-17%
18	COCCNC(=O)/C(C#N)=C/c1ccc2c(c1)OCO2	-7	0%	-7%	3%	-6%	-5%	-2%	-5%	-10%	1%	?
19	CCN=C1SC(C(=O)Nc2ccc(OCC)cc2)CC(=O)N1CC (centres undefined)	-2	2%	1%	5%	7%	-1%	4%	-3%	-3%	-2%	-15%
20	COc1cc(NC(=O)c2ccccc2)ccc1NC(=O)Cc1ccccc1	-3	-2%	6%	-3%	-10%	-3%	-11%	2%	-2%	0%	-17%

Of the compounds above, these have a halogen:
nr	compound	TSHR antag	Eya2 phos inh	Chronic BCR inh	TCR activator	a7 integrin act	Tb PFK inh	A-T KAP1 phos	Mito fusion act	PTAP TSG101 blk	S-ASM inh	ELG1 DNA repair
1	O=C(c1ccc(Br)c([N+](=O)[O-])c1)N1CCN(Cc2ccccc2)CC1	-7	10%	1%	-23%	-25%	0%	11%	-13%	2%	4%	-17%
6	O=C(CSc1ncccn1)NCc1cccc(Cl)c1	-1	-4%	1%	-4%	-1%	-14%	1%	2%	0%	1%	?
7	C=CCOc1ccccc1CNCc1ccc(F)cc1	12	8%	0%	-7%	?	0%	5%	-5%	-4%	2%	-16%
9	O=C(/C=C/NNC(=O)c1ccc(Br)cc1)c1ccccc1	-4	16%	?	0%	?	2%	·	-2%	-8%	-16%	?
15	CN(CC(=O)Nc1c(Cl)cccc1Cl)C(=O)c1cc(S(=O)(=O)N(C)C)ccc1N1CCCC1	2	-7%	2%	8%	4%	-3%	3%	-3%	-9%	5%	19%

Later entries:
nr	compound	TSHR antag	Eya2 phos inh	Chronic BCR inh	TCR activator	a7 integrin act	Tb PFK inh	A-T KAP1 phos	Mito fusion act	PTAP TSG101 blk	S-ASM inh	ELG1 DNA repair
21	C[C@H](CO)N1C[C@H](C)[C@@H](CN(C)S(=O)(=O)c2cn(C)cn2)Oc2c(NC(=O)Nc3ccc4c(c3)OCO4)cccc2C1=O	-7	-19%	?	4%	23%	0%	8%	·	0%	3%	8%
22	COc1ccccc1NS(=O)(=O)c1cccc(NC(=O)Nc2ccccc2)c1	-10	-3%	?	-6%[46.1 µM]	-26%	-2%	1%	0%	0%	-22%	?
23	CCC(C)[C@H](NC(=O)N1CCn2c1nc1ccccc12)C(=O)NCCc1ccccc1 (some centres undefined)	-2	-6%	9%	2%	-7%	8%	0%	19%	-4%	-11%	10%
24	Cc1onc(-c2ccccc2Cl)c1C(=O)N1C=CC(C(F)(F)F)=NCC1	-2	-14%	1%	-1%	-9%	-1%	9%	0%	-3%	-2%	8%
25	COc1ccc(NC(=O)CCCN2C(=O)C(c3ccccc3)Oc3cccnc32)cc1 (centres undefined)	-2	-3%	-7%	1%	-5%	0%	3%	-5%	1%	-2%	-8%
26	CCCc1nc2ccccc2c(C(=O)OC2CCOC2=O)c1CC (centres undefined)	1	-6%	1%	2%	22%	2%	4%	2%	-1%	1%	3%
27	COc1cccc(CNC(=O)C2CCN(c3ncnc4c3nc3n4CCCCC3)CC2)c1	4	0%	5%	1%	-9%	-1%	-7%	-3%	2%	-6%	8%
28	O=C(c1cc(C2CC2)nn1-c1ccccc1)N1CCN(Cc2ccc(Cl)cc2)CC1	54	-9%	-4%	-27%	-16%	0%	8%	20µM*	0%	-4%	?
29	CCCCC(CC(O)COCCC)C(=O)NN (centres undefined)	5	-2%	-6%	2%	-24%	1%	2%	-1%	0%	-1%	14%
30	CSc1nc2ccc3nc(NC(=O)c4cccs4)sc3c2s1	-1	5%	?	0%	7%	1%	7%	2%	-5%	-1%	?
31	O=C(COC(=O)c1ccc(O)cc1O)NC(=O)NCc1ccccc1	-13	3%	0%	-7%	20%	-1%	7%	-1%	-1%	0%	-4%
32	Cc1ccc(O)c(/C=N/NC(=O)Cc2ccc(Cl)cc2)c1	-11	-2%	-2%	·	-13%	-9%	-4%	-1%	0%	102%[activator]	?
33	CCNC(=O)CC1C(=O)N(c2cccc(OC)c2)C(=O)N1CCOC (centres undefined)	6	-19%	?	3%	9%	-5%	-10%	-3%	-1%	2%	?
34	COc1ccccc1CNC(=O)c1ccc2c(=O)n(CC3CCCO3)c(=S)[nH]c2c1 (centres undefined)	-2	-1%	0%	-6%	2%	2%	5%	-11%	-5%	1%	0%
35	CCOc1ncccc1C(=O)N(CCC(C)C)c1c(N)n(Cc2ccccc2)c(=O)[nH]c1=O	10	-4%	2%	-1%	9%	3%	6%	·	-5%	10%	0%
